HT1080NT lethal = kills 2HG-producing HT-1080-NT fibrosarcoma cells; 1.6% of 360,000 active; HT-1080-NT fibrosarcoma viability, CellTiter-Glo ATP luminescence, 48 h; Potency, µM (highest dose often 46.1 µM), for inactives: at the top dose activity, negative = less viability, most hits filed as cytotoxic;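 note: NT is the 2HG producing partner of a matched IDH1 knockdown line; 0% = DMSO-treated cells and -100% = media-only wells without cells; nearly all actives have a fitted effect of over 55% in size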
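750 cells/well, RPMI + 5% FBS; 2 h settle, compound pin-transfer, 48 h at 37 degrees C. CellTiter-Glo 10 min RT, luminescence. Normalized to DMSO and media-only wells.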
GLP-1R agonist = GLP-1 receptor (human) agonism. P43220. HEK293 GLP-1R CRE-luciferase, luminescence, 4-6 h; cells express a hypersensitive GLP-1R form. Potency, µM (doses to about 45.6 µM), for the others: top-dose activation, hits mostly activators. 0.007% of 380,000 active. AID 624172; note: % of control where 0% means no effect
Target sequence (P43220 whole entry, looked up): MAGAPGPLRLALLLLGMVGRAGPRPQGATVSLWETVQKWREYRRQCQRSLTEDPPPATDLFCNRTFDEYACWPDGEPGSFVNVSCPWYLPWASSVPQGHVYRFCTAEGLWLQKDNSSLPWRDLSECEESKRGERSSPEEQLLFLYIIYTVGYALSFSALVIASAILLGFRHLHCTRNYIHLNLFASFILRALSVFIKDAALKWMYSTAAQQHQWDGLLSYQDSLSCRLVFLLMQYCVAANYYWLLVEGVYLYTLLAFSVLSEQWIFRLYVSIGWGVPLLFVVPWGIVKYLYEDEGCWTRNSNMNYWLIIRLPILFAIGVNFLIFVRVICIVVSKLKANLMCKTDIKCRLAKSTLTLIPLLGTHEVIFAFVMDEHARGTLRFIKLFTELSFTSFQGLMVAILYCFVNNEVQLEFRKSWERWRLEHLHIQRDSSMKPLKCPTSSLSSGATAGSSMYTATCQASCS
GLP-1R inv ag = acts as inverse agonist at human GLP-1 receptor | HEK293 GLP-1R CRE-luciferase, luminescence, 24 h; GLP-1R form is constitutively active | 1.6% of 410,000 active | Potency, µM (series often up to 38.3 µM), for the others: at the highest dose activity change, negative = inhibition, actives largely listed as inhibitors | AID 624417; note: % is set by controls: 0 for no effect and ±100 for the full control effect; nearly all actives have a fitted effect of over 55% in size
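GLP-1R inverse agonism mode: basal reporter luminescence in engineered HEK293 cells measured after one day of compound exposure at 37 deg C, with a 12 min room-temperature detection step.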
KB-V1 cytotox = KB-V1 MDR subline cytotoxicity; KB-V1 MDR cells viability, CellTiter-Glo, 72 h; Potency, µM (top dose mostly 46.1 µM), without a hit: at the top dose activity change, negative = cytotoxicity, actives largely listed as cytotoxic; 3.4% of 400,000 active; note: % is set by controls: 0 for no effect and ±100 for the full control effect; nearly all actives have a fitted effect of over 60% in size
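Cytotoxicity via CellTiter-Glo luminescence after 72 h compound exposure at 37 degrees C. Cells: drug-selected KB-V1 line, DMEM phenol-red free plus 10% FBS. Compounds tested at multiple concentrations; normalized data fitted to concentration-effect curves.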
KB-3-1 cytotox = kills parental KB-3-1 adenocarcinoma cells; Potency, µM (titrated, usually from 46.1 µM), without a hit: at the top dose activity change, negative = cytotoxic, hits mostly cytotoxic; KB-3-1 viability, CellTiter-Glo ATP luminescence, 72 h; 1.4% of 400,000 active; note: % is set by controls: 0 for no effect and ±100 for the full control effect; nearly all actives have a fitted effect of over 60% in size
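Parental KB-3-1 viability, qHTS format: 72 h compound exposure, 37 °C; CellTiter-Glo; media-only wells and DMSO plates as controls; concentration-effect fits on corrected data.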
HT1080 IDH1KD tx = HT-1080 IDH1 knockdown cell toxicity (counter line) | 2% of 360,000 active | HT-1080 IDH1 knockdown viability, ATP luminescence, 48 h | Potency, µM (titrated, usually from 46.1 µM), for inactives: at the top dose activity, negative = toxicity, hits mostly cytotoxic;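 note: 0% = DMSO wells and -100% = cell-free medium wells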
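% activity derives from luminescence (CellTiter-Glo), normalised to DMSO and no-cell wells. HT-1080-IDH1KD cells, 750/well, had 48 h compound exposure at 37 °C.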
SW480 rerep = inducers of DNA re-replication in SW480 colon cancer cells; SW480 DNA re-replication, Hoechst DNA content imaging, 48 h; Potency, µM (series often up to 46.1 µM), for inactives: top-dose re-replication activation, usual class: activators; 1.8% of 340,000 active; AID 624297; note: % of control where 0% means no effect; nearly all actives have a fitted effect of over 55% in size
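Readout is total intensity of Hoechst-stained nuclei, excited at 405 nm and collected at 500-530 nm. Compound treatment lasted 48 hr at 37 C in 5% CO2 before staining.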
HEK293 tox = cytotoxicity in counter-screen for GLP-1R inverse agonists. 0.13% of 410,000 active. AID 624418. HEK293 cAMP-luciferase reporter cells, luminescence, 24 h. Potency, µM (highest dose often 38.3 µM), inactives show at the highest dose activity change, negative = inhibition, usual class: inhibitors;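 note: loss of luciferase light is scored as toxicity; % is set by controls: 0 for no effect and ±100 for the full control effect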
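A 23 nL compound transfer followed 12 hours of cell culture at 37 deg C; exposure then lasted 24 hr. Luciferase assay detection reagent was dispensed and plates read for luminescence after a 12 min room-temperature wait.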
TDP43 rescue = TDP-43 toxicity inhibition in yeast; TDP-43 expressing yeast growth rescue, BacTiter-Glo, 24 h; Potency, µM (highest dose often 46.1 µM), inactives show top-dose growth rescue (activation), most hits filed as activators; 1.8% of 410,000 active; note: % of control where 0% means no effect; nearly all actives have a fitted effect of over 50% in size
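Cell-based yeast growth screen: TDP-43 expression induced in galactose, inoculum OD600=0.02 after raffinose pregrowth to mid-log. Read-out BacTiter-Glo luminescence at 24 hr, 30 deg C; inhibition of toxicity seen as signal increase.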
Starred values were filed as active, the others as inactive; ? = inconclusive; · = no result given; & = joins results of further samples; [ ] = remark or other dose. Calls come from the whole dose curve; as a rule, active = well fitted curve in the direction sought with a large enough effect; inconclusive = small, poorly fitted or top-dose-only effect, or another doubt; inactive = no such curve, though single readings can be large; an effect the other way counts as inactive or inconclusive. Potency is the fitted concentration of half-maximal effect. The order is random, and some 9.4% of all compounds hit somewhere here.

The line under a structure holds: HT1080NT lethal	GLP-1R agonist	GLP-1R inv ag	KB-V1 cytotox	KB-3-1 cytotox	HT1080 IDH1KD tx	SW480 rerep	HEK293 tox	TDP43 rescue
COc1ccc(NS(=O)(=O)NC(=O)c2c[nH]c3ccccc23)cc1
    -21%	-3%	-21%	20%	2%	-25%	-5%	3%	10%
CCCCCCC(C)n1[nH]c(=O)c2c(C)cc(C)nc21 (stereo not drawn)
    -13%	9%	10µM*	8%	4%	-19%	-15%	20%	25%
Cc1ccc(Cl)cc1NC(=S)N1CCCCCC1
    5%	1%	-38%	-2%	13%	27%	-23%	-1%	0%
CC(=O)Nc1cccc(NC(=O)c2ccccc2OCc2c(C)noc2C)c1
    1%	25%	21%	0%	-14%	-9%	1%	-1%	-13%
Cn1cc(CN(CCCN2CCOCC2)C(=S)Nc2cccc(Cl)c2)c2ccccc21
    ?	3%	?	-23%	0%	?	16µM*	2%[1.53 µM]	-4%
CCN(CC)CCNc1nc(-c2ccco2)c2c(c1C#N)CC(C)(C)OC2
    -5%	2%	0%	?	25%	9%	12%	-18%	-11%
O=C(O)c1ccccc1C(=O)Nc1c(-c2ccccc2)nc2ccccn12
    ?	1%	15%	19%	0%	10%	-3%	6%	-1%
CC(Sc1nnnn1C)C(=O)NC1CCCc2ccccc21 (stereo not drawn)
    14%	3%	4%	0%	15%	12%	-9%	-8%	8%
CCc1ccccc1NC(=O)CN1CCN(C(=O)c2cccc(-n3cnnn3)c2)CC1
    9%	-2%	3%	?	4%	6%	0%	1%	-2%
COc1ccc(NC(=O)Nc2c[nH]c(=O)[nH]c2=O)cc1OC
    18%	24%	8%	24%	-2%	13%	?	-1%	-7%
COc1ccc(Cc2nnc(Nc3ccc4c(c3)OCCO4)[nH]c2=O)cc1
    11%	8%	-1%	0%	?	-4%	20%	-24%	-9%
Cc1ccc(CNC(=O)CSc2nc3ccsc3c(=O)n2Cc2ccc(C(=O)O)cc2)cc1
    11%	-3%	16%	?	0%	0%	-23%	10%	21%
Cc1cccc(-c2noc(CN(C(=O)c3ccc4c(c3)OCO4)C(C)C)n2)c1
    -6%	13%	?	-30%	-27%	-5%	3%	-2%	0%
COc1ccc(-c2noc(C3CCCN(C(=O)Nc4ccccc4)C3)n2)cc1 (stereo not drawn)
    -14%	6%	?	-18%	-1%	-2%	-72%[inhibitor]	-11%	29%
O=[N+]([O-])c1cccc(N/N=C/c2cc([N+](=O)[O-])ccc2O)c1
    23µM*	3%	?	4%	-3%	15µM*	-8%	?	-1%
Cc1cc(N2CCN(C)CC2)n2nc(-c3ccc(Cl)cc3)nc2n1
    -1%	-9%	3%	-12%	1%	-1%	-13%	18%	2%
O=C(CSc1nnc(C2CCCCC2)n1-c1ccccc1)NCc1ccco1
    6%	6%	?	-3%	-2%	3%	-4%	6%	-14%
O=C(COC(=O)C1COc2ccccc2O1)NC1CCS(=O)(=O)C1 (stereo not drawn)
    16%	-5%	-8%	24%	-6%	7%	-2%	-14%	7%
O=C(Nc1ccc(S(=O)(=O)N2CCCC2)cc1)c1ccc([N+](=O)[O-])cc1
    -3%	6%	11%	-13%	0%	-5%	-5%	-4%	2%
O=C(COc1ccc(-n2cnnn2)cc1)N1CCN(c2ccc(F)cc2)CC1
    -4%	4%	0%	-27%	-27%	-12%	2%	9%	9%
Cc1ccc(S(=O)CCNC(=O)Cc2ccccc2)cc1 (stereo not drawn)
    2%	3%	6%	4%	20%	3%	5%	0%	-11%
COc1ccc(/C=N/Nc2cc(C)nc(N3CCOCC3)n2)cc1
    -1%	5%	-8%	-3%	-8%	1%	?	0%	-18%
Cc1noc(C)c1C(=O)Nc1cccc2ncccc12
    4%	0%	28%	11%	-1%	0%	·	4%	-22%
Cc1onc(-c2ccccc2Cl)c1C(=O)OCC(=O)Nc1cccc(S(=O)(=O)N2CCOCC2)c1
    ?	7%	?	?	-12%	-7%	?	11%	4%
COc1ccc(OC)c(CNC(=O)CCCn2ccc3cc(S(=O)(=O)N4CCCC4)ccc32)c1
    -8%	10%	-24%&0%	?	?	-19%	-11%	-12%&3%	2%&19%
C[C@@H]1CN([C@@H](C)CO)S(=O)(=O)c2ccc(Br)cc2O[C@H]1CN(C)C(=O)C1CCC1
    6%	9%	-10%	?	2%	-8%	·	4%	6%
O=C(CSc1nnc(-c2ccccc2Cl)o1)Oc1ccc(Br)cc1
    8%	-8%	3%	17%	5%	4%	-1%	-5%	-2%
CCOc1ccccc1-c1c2cc(O)c(=O)cc-2oc2cc(O)c(O)cc12
    ?	-5%	?	-1%	?	?	?	?	-33%[inhibitor]
O=c1c(Cl)c(Nc2cccc(Cl)c2)cnn1-c1nc2ccccc2s1
    -5%	5%	-22%	-25%	?	5%	-2%	0%[1.53 µM]	9%
O=C(CCN1CCCC1)c1cccs1
    -4%	3%	10%	2%	7%	1%	103%	-9%	-7%

In the list so far, these contain a nitro group on carbon:
The line under a structure holds: HT1080NT lethal	GLP-1R agonist	GLP-1R inv ag	KB-V1 cytotox	KB-3-1 cytotox	HT1080 IDH1KD tx	SW480 rerep	HEK293 tox	TDP43 rescue
O=[N+]([O-])c1cccc(N/N=C/c2cc([N+](=O)[O-])ccc2O)c1
    23µM*	3%	?	4%	-3%	15µM*	-8%	?	-1%
O=C(Nc1ccc(S(=O)(=O)N2CCCC2)cc1)c1ccc([N+](=O)[O-])cc1
    -3%	6%	11%	-13%	0%	-5%	-5%	-4%	2%

Records listed above marked active in GLP-1R inv ag:
structure,GLP-1R agonist,GLP-1R inv ag,SW480 rerep
CCCCCCC(C)n1[nH]c(=O)c2c(C)cc(C)nc21 (stereo not drawn),9%,10µM*,-15%

(further entries)
The line under a structure holds: HT1080NT lethal	GLP-1R agonist	GLP-1R inv ag	KB-V1 cytotox	KB-3-1 cytotox	HT1080 IDH1KD tx	SW480 rerep	HEK293 tox	TDP43 rescue
O=C(O)CC1(CC(=O)NCc2ccccn2)CCCCC1
    2%	-2%	21%	2%	0%	18%	0%	2%	15%
Cc1ccc(C)c(C(Nc2ccccc2)c2ccc3ccc(C)nc3c2O)c1 (stereo not drawn)
    ?	·	5.6µM*	?	?	?	·	12%	-14%
O=C(c1ccc(Cl)s1)N1CCN(c2ncccn2)CC1
    15%	1%	29%	3%	16%	11%	?	7%	18%
OC(c1cccc(Cl)c1)c1nc(-c2ccc3c(c2)OCO3)cs1 (stereo not drawn)
    -26%	-4%	-27%	4%	0%	?	·	2%	32µM*
Cc1cccc(Oc2ccc(NC(=O)C3=CC=CN4CCS(=O)(=O)N=C34)cc2)c1
    3%	-1%	1%	4%	7%	-5%	4%	4%	15%
CCCNC(=O)C12CCC(C)(C(=O)O1)C2(C)C (stereo not drawn)
    3%	-3%	-1%	-5%	0%	4%	-2%	9%	-6%
Cc1cc(C(=O)Nc2cccnc2)no1
    4%	-10%	0%	-1%	-2%	3%	-2%	8%	-19%
Fc1ccc(Nc2nc(-c3ccc(F)cc3)c3c(n2)-c2ccccc2OC3)cc1
    ·	·	-4%	0%	3%	·	·	3%	-8%
O=C(O)C(Cc1c[nH]c2ccccc12)NS(=O)(=O)c1ccc2ccccc2c1 (stereo not drawn)
    0%	-7%	2%	8%	4%	-4%	-108%[inhibitor]	4%	-7%
Cc1ccc(S(=O)(=O)N2CCN(C(=O)c3n[nH]c4ccccc34)CC2)cc1
    0%	3%	19%	-4%	-5%	0%	-17%	2%	-15%
COCCN(C(=O)COC(=O)C12CC3CC(CC(C3)C1)C2)c1c(N)n(Cc2ccccc2)c(=O)[nH]c1=O
    -1%	2%	10%	?	0%	-3%	-16%	-8%	16%
S=C1NC[C@H](Cc2ccccc2)N1CC1CCN(CCCC2CCCC2)CC1
    -11%	-4%	?	0%	1%	0%	?	-22%	7%
O=C(N/N=C/c1cn[nH]c1-c1ccccc1)c1ccco1
    11%	5%	40%[activator]	16%	24%	4%	-11%	0%	-3%[0.397 µM]
CCCS(=O)(=O)N1CCN(Cc2ccc3c(c2)c2ccccc2n3CC)CC1
    ?	21%	?	16%	-2%	?	?	-17%	9%
CN(C)CCN(C(=O)c1ccccc1Cl)c1nc2c(Cl)cccc2s1
    -5%	-2%	?	23µM*	-1%	0%	?	-29%	-1%
COc1cc(/C=C2/C(=N)N3C=CSC3=NC2=O)ccc1OCCOc1ccc(NC(C)=O)cc1
    1%	12%	2%	-7%	16%	4%	-1%	8%	10%
O=C(Nc1ccc([N+](=O)[O-])cn1)C1CC1
    22%	-1%	-8%	0%	4%	17%	-3%	-1%	-21%
CCN(CC)c1ccc(CC(=O)NC(C)Cc2ccccc2)cc1 (stereo not drawn)
    10%	3%	?	-21%	-2%	11%	1%	-2%	1%
O=S(=O)(c1ccc(Cl)cc1)N1CCCC1c1nc2ccccc2s1 (stereo not drawn)
    3%	3%	0%	0%	?	-17%	1%	1%	2%
CC1(NC(=O)Cc2csc(-c3ccc(Cl)cc3)n2)CCS(=O)(=O)C1 (stereo not drawn)
    4%	16%	-9%	-10%	-3%	0%	4%	-8%	16%
Cc1cccc(NC(c2ccccc2C)c2ccc3ccc(C)nc3c2O)n1 (stereo not drawn)
    ·	·	?	-10%	-9%	·	·	-23%	14%
O=C(CCN1C(=O)c2ccccc2C1=O)Nc1ccccc1C(=O)N1CCOCC1
    11%	3%	-16%	-25%	1%	11%	0%	-5%	-9%

Assay outcomes (PubChem)
